# UDG counter = counter-screen for AID inhibitors: uracil-DNA glycosylase inhibition; FRET deamination/UDG coupled assay, UDG read, 4 h; Potency, µM (titrated, usually from 115 µM), inactives show at the highest dose activity change, negative = inhibition, most hits filed as inhibitors; hit rate 0.14% among 91,000; further: nearly all actives have a fitted effect of over 65% in size
# AID inhibitor = blocks human AID cytidine deaminase activity; AID deamination FRET fluorescence, UDG-coupled, 4 h; Potency, µM (highest dose often 115 µM), for inactives: at the highest dose activity change, negative = inhibition, most hits filed as inhibitors; hit rate 0.32% among 91,000; further: nearly all actives have a fitted effect of over 25% in size
# Target sequence (Q9GZX7 whole entry, looked up): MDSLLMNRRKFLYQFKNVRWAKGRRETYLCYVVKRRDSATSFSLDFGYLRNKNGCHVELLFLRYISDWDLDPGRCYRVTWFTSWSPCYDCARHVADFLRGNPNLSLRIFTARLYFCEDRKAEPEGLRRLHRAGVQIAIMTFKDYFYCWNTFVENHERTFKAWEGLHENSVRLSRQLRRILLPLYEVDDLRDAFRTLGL
# Numbers without * were called inactive; u = inconclusive; [ ] = remark or other dose. The call rests on the fitted dose curve; in most records, active means well fitted curve in the direction sought with a large enough effect; inconclusive means small, poorly fitted or top-dose-only effect, or another doubt; inactive means no such curve, though single readings can be large; an effect the other way counts as inactive or inconclusive. On the % scale 0 is the no-effect control and ±100 the full control effect; potency means the concentration at half of the fitted maximal effect. An excerpt (hit frequency here may not be typical).
canonical_smiles	UDG counter	AID inhibitor
COC(=O)C1CCN(S(=O)(=O)c2cc3c4c(c2)C(C)C(=O)N4CCC3)CC1 (configuration not stated)	3%	14%
Cc1ccc(C(=O)NC(Nc2cccc(C(F)(F)F)c2)C(=O)c2ccccc2)cc1 (configuration not stated)	2%	3%
O=C1NCCN(Cc2ccc(F)cc2)C1=O	-6%	32%[activator]
COc1cc(C(=O)OCc2cc(=O)n3nc(C(C)C)sc3n2)cc(OC)c1OC	-9%	5%
Cc1ccc(CSCCNC(=O)NNC(=O)c2ccc(C)cc2)cc1	-6%	-14%
Cn1c(=O)n(C)c2cc(N3CCOCC3)c(NS(=O)(=O)c3ccc(F)cc3)cc21	-1%	69%[activator]
CC(C)OCc1cccc(CNC(=O)C2CCCCC2)c1	6%	-4%
Cc1cccc(Oc2c(C(F)(F)F)oc3cc(OC(=O)c4cncc(Br)c4)ccc3c2=O)c1	1%	-1%
CCCc1ccc(C(=O)NCc2ccccn2)cc1	-14%	-12%
CCCCc1nnc(SCc2cc(=O)c3cc(F)ccc3[nH]2)n1C	-14%[57.5 µM]	-25%
CCOc1ccc(C2CC(=O)N(c3cccc(C(F)(F)F)c3)C3=C2C(=O)OC3)cc1 (configuration not stated)	10%	1%
COc1ccc(S(=O)(=O)N(CC(C)C)CC(C)C)c2cccnc12	0%	-15%
O=C(OCC(=O)c1cccc2ccccc12)c1cc(=O)c2ccccc2o1	-28%	-4%
C/C(=N\NC(=O)C1CC1)c1ccc2ccccc2c1	1%	2%
Cc1ccc(OCCn2c(CN(C)C(=O)c3ccco3)nc3ccccc32)cc1C	0%	-5%
O=C(c1ccc2c(c1)OCCO2)N(Cc1cccnc1)c1nc2c(Cl)cccc2s1	-22%	-17%
Cc1cc(N)ccc1C(C)C	0%	7%
Cc1ccc2c(COC(=O)c3ccc(C)c(C)c3)cc(=O)oc2c1	-5%	2%
Cc1nn2c(=O)cc(COC(=O)c3ccc(NC(=O)COc4ccc(Cl)cc4)cc3)nc2s1	-1%	-8%
CCCCOc1ccccc1C(=O)N(Cc1sccc1C)C1CCS(=O)(=O)C1 (configuration not stated)	-6%	-3%
Nc1nccnc1C(=O)NCc1cccnc1	-2%	-7%
COCC(C)n1c(C)cc(C(=O)CSc2nnc(Nc3ccccc3F)s2)c1C (configuration not stated)	-11%	1%
O=S(=O)(c1ccc2c(c1)OCCO2)c1nc(-c2ccccc2)oc1NCCN1CCOCC1	-3%	-3%
Cc1nn(CC(=O)NC2CC2)c(=O)c2cc3cc(F)ccc3n12	-18%	21%
Cc1ccc2c(c1)-c1c(cnc3cc(-c4ccccc4)nn13)CO2	4%	-8%
COCCCNC(=O)CCCN1C(=O)CCn2nc(-c3cccn3C)cc21	-16%	93%[activator]
Cc1ccc(NC(=O)c2cc(S(=O)(=O)N3CCCc4ccccc43)ccc2F)cc1F	u	-26%
O=C(COC(=O)c1cc(=O)[nH]c2ccccc12)Nc1ccccc1C(=O)Nc1ccccc1	-2%	2%
CCCOc1ccc(Oc2nc(NCC(C)C)nc(N3CCOCC3)n2)nn1	-3%	-9%
CCc1ccc2c(COC(=O)c3ccc4c(c3)nnn4CC)cc(=O)oc2c1	-10%	-9%
COc1ccc(CNC(=O)c2cccn2-c2nnc(N3CCCC3)s2)c(OC)c1	-13%	2%
CCOC(=O)N1CCN(S(=O)(=O)N2CCCC(C(=O)NCc3ccc(OC)cc3OC)C2)CC1 (configuration not stated)	3%	1%
C/C(=N\NC(=O)c1cccc(Br)c1)c1cccs1	10%	7%
O=C(NCc1ccc(Cl)cc1)C1CCCN(C(=O)c2cnn(-c3ccc(F)cc3)c2-n2cccc2)C1 (configuration not stated)	-19%	u
Cc1cccc(C(=O)NC(=O)Nc2ccc(-c3cc(C(F)(F)F)nn3-c3ccccc3)cc2)c1	-6%[57.5 µM]	6%
CCCCCn1nc(C(=O)Nc2ccccc2OCC)c2ccccc2c1=O	2%	-4%
COc1ccccc1C(=O)Nc1cccc(C(=O)OCc2cc(=O)n3c4c(sc3n2)CCCC4)c1	6%	5%
COc1ccccc1/C(C)=N/Nc1ccc(Cl)c(C(=O)O)c1	-2%	-1%
CC12CC3CC(C1)CC(NC(=O)c1ccc(Cl)cc1Cl)(C3)C2	-14%	-8%
COc1ccc(C(=O)O)c(Br)c1	-2%	4%
COc1cccc(-c2cc(-c3cccc(OC)c3)[nH]n2)c1	-21%	-18%
O=C(Nc1ccccc1)c1sc(NC2CCCCC2)nc1-c1ccc([N+](=O)[O-])cc1	0%	2%
Cc1ccc(-n2ncc(C(=O)N3CCN(c4ccccn4)CC3)c2C2CCN(C(=O)OC(C)(C)C)CC2)cc1C	-10%	4%
COc1cc(NC(=O)CN2C(=O)CCc3cc(Br)ccc32)cc(OC)c1OC	3%	5%
CCN(CC)CCCNC(=O)Cn1nc(C)n2c(cc3sccc32)c1=O	15%	-2%
Cc1cnc(C(=O)OCc2ccc(-c3ccccc3)cc2)cn1	0%	6%
CN(CC(=O)NC(=O)NC1CC1)Cc1cccc(C#N)c1	-11%	-5%
CCN1CCN(Cc2cc(=O)oc3ccc(O)cc23)CC1	-30%	1%
Cc1cccc(CNC(=O)c2cnc3sc(N4CCCCC4)nn3c2=O)c1	27%	-2%
Cc1cc(Nc2ccccc2)nc(NCc2ccccc2)n1	-6%	-17%
c1ccc(-c2ccc(Nc3ccc4ccccc4c3)cc2)cc1	-5%	1%
O=C(O)/C=C/c1cccc(Cl)c1Cl	-5%	-6%
CC(=O)N1CCCC1c1nc2ccccc2n1Cc1cccc(C)c1 (configuration not stated)	u	-9%
CC(C)C(=O)/C(C#N)=C\c1ccc(C#N)cc1	-9%	-14%
O=C(COC(=O)c1ccc2c(c1)NC(=O)CS2)Nc1cccc(Cl)c1	-1%	-4%
COc1ccc(-c2nc(SCC(=O)Nc3ccc4c(c3)OCO4)c(-c3ccccc3)[nH]2)cc1	12%	-19%
N#Cc1c(F)cccc1NCCNc1cc(Cl)nc(N)n1	-2%	-4%
COc1ccc(CNC(=O)COC(=O)CCSC)cc1	-3%	-3%
Cc1cccc(C)c1NC(=O)CCl	-6%	-9%
O=C(CCNC(=O)N1CC(=O)Nc2ccccc21)Nc1cccc(Cl)c1	-3%	-7%

# By substructure: the compounds so far containing bromine.
canonical_smiles	UDG counter	AID inhibitor
Cc1cccc(Oc2c(C(F)(F)F)oc3cc(OC(=O)c4cncc(Br)c4)ccc3c2=O)c1	1%	-1%
C/C(=N\NC(=O)c1cccc(Br)c1)c1cccs1	10%	7%
COc1ccc(C(=O)O)c(Br)c1	-2%	4%
COc1cc(NC(=O)CN2C(=O)CCc3cc(Br)ccc32)cc(OC)c1OC	3%	5%

# Other records
canonical_smiles	UDG counter	AID inhibitor
CCCCn1c(N)c(N(C(=O)c2cc(CCC)c(C)s2)C2CCCC2)c(=O)[nH]c1=O	-3%	-1%
CCCNc1ccc(F)cc1	2%	0%
O=C(CN1C(=O)COc2ccc(Cl)cc21)Nc1cccc(C(=O)O)c1	u	3%
O=C(/C=C/c1ccccc1OCc1cccnc1)c1ccc(N2CCOCC2)cc1	-5%	-22%
CC(=O)N1CCc2c(sc3c2c(=O)n(-c2ccccc2Cl)c(=O)n3Cc2cccc(C)c2)C1	u	35µM*
C#CCN(C(=O)Cn1c(=O)c2c(ncn2C)n(C)c1=O)C1CCCCC1	10%	0%
CC(C)C(NS(=O)(=O)c1ccc2c(c1)oc(=O)n2C)C(=O)NCCc1ccc(Cl)cc1 (configuration not stated)	5%	-2%
COC(=O)c1ccc(CNC(=O)CCl)cc1	-1%	-12%
COc1cccc(C(=O)n2nc(-c3ccco3)nc2NCc2cccs2)c1	10%	13%
C(=C\c1ccccc1)/Sc1cccc2cccnc12	-7%	-11%
O=C(N/N=C/c1cccs1)c1cccc(N/N=C/c2cccs2)c1	-6%	-9%
CC(=O)c1c(C)[nH]c(C(=O)C(C)OC(=O)c2cc(Cl)ccc2F)c1C (configuration not stated)	5%	2%

# Some of these compounds in order of their number in AID inhibitor, falling:
canonical_smiles	AID inhibitor
C#CCN(C(=O)Cn1c(=O)c2c(ncn2C)n(C)c1=O)C1CCCCC1	0%
CCCCn1c(N)c(N(C(=O)c2cc(CCC)c(C)s2)C2CCCC2)c(=O)[nH]c1=O	-1%
O=C(N/N=C/c1cccs1)c1cccc(N/N=C/c2cccs2)c1	-9%
C(=C\c1ccccc1)/Sc1cccc2cccnc12	-11%
COC(=O)c1ccc(CNC(=O)CCl)cc1	-12%
O=C(/C=C/c1ccccc1OCc1cccnc1)c1ccc(N2CCOCC2)cc1	-22%

# Additional entries follow:
canonical_smiles	UDG counter	AID inhibitor
COc1ccccc1CCNC(=O)c1csc(NC(C)C)n1	-1%	3%
CCc1cc(C(=O)N2CC=C(c3ccccc3)CC2)sc1C	-4%	-23%
CCCCC(=O)Nc1cccc(-c2nc3ccccc3o2)c1C	0%	0%
O=C(Nc1ccccc1Cl)c1c2c(nc3ccccc13)CCCC2	3%	3%
COc1ccc(CCNC(=O)c2c(C)oc3ncnc(N4CCOCC4)c23)c(OC)c1	13%	23%
CCC(NC(=O)C12CC3CC(CC(C3)C1)C2)c1ccccc1 (configuration not stated)	8%	2%
COC(=O)COc1ccccc1/C=C/C(=O)c1cc2ccccc2o1	-7%	-20%
CCCCOc1ccc(NC(=O)c2ccccc2Cl)c2cccnc12	1%	-4%
O=C(/C=C/c1cc(O)ccc1Br)c1ccc(Cl)cc1Cl	-11%	-1%
COc1cccc(/C=C/c2nc3c(ccc4ccccc43)s2)c1OC	-16%	-16%
CC(=O)Nc1cc(C(=O)NCCC2=CCCCC2)ccc1Sc1ccc(C)cc1	-10%	-14%
COc1ccc(C(=O)/C=C/c2cccs2)c(OC(=O)c2cccs2)c1	-7%	-22%
CCCCCOc1ccc(C(=O)N(Cc2ccccc2)C2CCS(=O)(=O)C2)cc1 (configuration not stated)	-15%	u
COc1ccc(Oc2coc3cc(OC(=O)c4ccccc4Cl)ccc3c2=O)cc1	-7%	-6%
Cc1cc(N2CCC(C)CC2)nc2ccc(NC(=O)/C=C/c3cccc(Cl)c3)cc12	-2%	-1%
CCOC(=O)c1c(C)[nH]c(CCC(=O)NCCCN2CCN(c3ccccc3F)CC2)c1C	-1%	9%
COc1ccc(-c2nc(Nc3ccc(C)cc3)c3ccccc3n2)cc1	-12%	-2%
COc1ccccc1CN(C)CC(O)COc1c(C)ccc(C)c1C (configuration not stated)	8%	0%
CN(C)c1ccc(CNC(=O)CCS(=O)(=O)c2ccc3c(c2)oc(=O)n3C)cc1	3%[57.5 µM]	8%[57.5 µM]
CCOC(=O)C1CCCN(c2nc3c(S(=O)(=O)c4ccc(Br)cc4)nnn3c3ccsc23)C1 (configuration not stated)	13%	u
CC(=O)c1ccc(N2CCN(C(=O)CS(=O)(=O)c3cccc4nsnc34)CC2)cc1	-5%	75%[activator]
COc1cc(/C=C(\C#N)c2nc3ccccc3[nH]2)ccc1OC(C)C(=O)O (configuration not stated)	6%	6%
CNC(=O)c1cc2c(cn1)[nH]c1ccccc12	-3%	-3%
CCOC(=O)C(C)Oc1ccc2c(=O)c(Oc3ccccc3)c(C)oc2c1 (configuration not stated)	-5%	-12%
O=C(Cn1cc(S(=O)(=O)c2ccccc2)c(=O)c2cc3c(cc21)OCO3)Nc1ccc(Cl)cc1	3%	-18%
O=C1CCCC2=C1C(c1cccc(Cl)c1Cl)CC(=O)N2c1ccc(F)cc1 (configuration not stated)	-8%	-18%
CCOC(=O)c1cc(NC(=O)c2cnccn2)cc(C(=O)OCC)c1	4%	3%
O=C(CCS(=O)(=O)c1nc(-c2ccc3c(c2)OCO3)cc(C(F)(F)F)n1)Nc1ccc(F)c(Cl)c1	-16%	-14%
CC1=C/C(=N/NC(=S)Nc2ccc(Cl)cc2)CC(C)(C)C1	-13%	-12%
COc1ccc(-n2nc3cc(C)c(NC(=O)COc4cccc(C)c4)cc3n2)cc1	0%	82%[activator]
Cc1ccc(CNC(=O)c2ccc3nc(SCc4ccc(F)cc4)[nH]c3c2)cc1	-7%	-9%
O=C1CCCN1c1ccc(-c2csc(-c3ccsc3)n2)cc1	2%	-10%
Cc1ccc(CSc2nc(-c3ccc(C(C)(C)C)cc3)nc3cc(=O)[nH]n23)cc1	23%	u
COC(=O)c1c(NC(=O)c2ccc(Cl)c(Cl)c2)sc2c1CCCC2	-12%[57.5 µM]	-14%[57.5 µM]
CC(NC(=O)c1ccc2c(c1)CCCC2)c1ccc(F)cc1F (configuration not stated)	-12%	-12%
CCc1ccccc1NC(=O)CC(C)S(=O)(=O)c1ccc2c(c1)NC(=O)CO2 (configuration not stated)	-8%[57.5 µM]	-4%

# Fetched by compound from above:
canonical_smiles	UDG counter	AID inhibitor
COC(=O)c1c(NC(=O)c2ccc(Cl)c(Cl)c2)sc2c1CCCC2	-12%[57.5 µM]	-14%[57.5 µM]
CC(NC(=O)c1ccc2c(c1)CCCC2)c1ccc(F)cc1F (configuration not stated)	-12%	-12%
COc1ccc(-n2nc3cc(C)c(NC(=O)COc4cccc(C)c4)cc3n2)cc1	0%	82%[activator]
O=C(Cn1cc(S(=O)(=O)c2ccccc2)c(=O)c2cc3c(cc21)OCO3)Nc1ccc(Cl)cc1	3%	-18%
CCOC(=O)c1cc(NC(=O)c2cnccn2)cc(C(=O)OCC)c1	4%	3%
CC1=C/C(=N/NC(=S)Nc2ccc(Cl)cc2)CC(C)(C)C1	-13%	-12%
